# Source: PubChem BioAssay (National Center for Advancing Translational Sciences (NCATS))
# p53ts 32C tox = qHTS Screen for Compounds that Selectively Target Cancer Cells with p53 Mutations: Cytotoxicity of p53ts Cells at the Permissive Temperature; 130,000 tested, 0.93% active; AID 924, 2007; Potency, µM (series often up to 46.1 µM), for inactives: at the highest dose activity change, negative = cytotoxicity, usual class: cytotoxic; H1299-p53A138V at 32C, ATP luminescence viability, 24 h;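 further: 0% = DMSO and -100% = full killing by reference compound; nearly all actives have a fitted effect of over 55% in size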
#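 H1299-p53 A138V cells (temperature-sensitive p53) exposed 24 h to up to 46 uM compound at 32C, where p53 is wild-type in conformation. Viability read as ATP luminescence and normalised to DMSO and 100 uM tamoxifen. AC50 fitted with the Hill equation.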
# p53ts 39C kill = qHTS Screen for Compounds that Selectively Target Cancer Cells with p53 Mutations: Cytotoxicity of p53ts Cells at the Nonpermissive Temperature. H1299-p53A138V viability at 39C, ATP luminescence, 24 h. Potency, µM (series often up to 46.1 µM), for the others: top-dose activity change, negative = cell killing, most hits filed as cytotoxic. 130,000 tested, 1.5% active; further: nearly all actives have a fitted effect of over 55% in size
# An asterisk follows results filed as active; ? = inconclusive; / = no result given; [ ] = dose if it differs, or a comment. The call rests on the fitted dose curve; in most records, active means well fitted cell-killing curve with a large enough effect; inconclusive means small, poorly fitted or top-dose-only effect; inactive means no such curve, though single readings can be large or run the other way. Unless noted, on the % scale 0 is the no-effect control and ±100 the full control effect; potency means the concentration at half of the fitted maximal effect.
# A first look, 4 compounds:
entry	molecule	p53ts 32C tox	p53ts 39C kill
1	CCC(CO)NC1=C([N+](=O)[O-])C(=O)CC(C)(C)C1 (stereo not drawn)	/	11%
2	COc1cc(SC)ccc1C(=O)NCCOc1ccc(Cl)cc1	/	-4%
3	CC(C)c1ccccc1-n1c(SCc2cc(=O)oc3ccc4ccccc4c23)nnc1-c1cccnc1	/	-25%
4	CCCN(CC1CC1)C(=S)Nc1ccc(Oc2ccccc2)cc1	/	1%

# The listing, previewed entries included:
entry	molecule	p53ts 32C tox	p53ts 39C kill
1	CCC(CO)NC1=C([N+](=O)[O-])C(=O)CC(C)(C)C1 (stereo not drawn)	/	11%
2	COc1cc(SC)ccc1C(=O)NCCOc1ccc(Cl)cc1	/	-4%
3	CC(C)c1ccccc1-n1c(SCc2cc(=O)oc3ccc4ccccc4c23)nnc1-c1cccnc1	/	-25%
4	CCCN(CC1CC1)C(=S)Nc1ccc(Oc2ccccc2)cc1	/	1%
5	O=C(CSc1nncs1)Nc1ccc(Cl)cn1	/	-4%
6	Cc1ccc(SC(C)C(=O)NCCC2=CCCCC2)cc1 (stereo not drawn)	/	-3%
7	COc1ccc(-c2ccnc(SCC(=O)c3ccc(Br)cc3)n2)cc1	/	-9%
8	O=C(/C=C/c1cccc([N+](=O)[O-])c1)Nc1cccc(NC(=O)c2ccco2)c1	/	-10%
9	N#C/C(=C(/O)COC(=O)COc1ccc(Cl)cc1)c1nc2ccccc2[nH]1	/	20µM*
10	CCCN1C/C(=C/c2ccc3c(c2)OCO3)C(=O)/C(=C/c2ccc3c(c2)OCO3)C1	/	22%
11	COc1ccc(C(=O)OCC(=O)NCc2ccc3c(c2)OCO3)cc1[N+](=O)[O-]	/	9%
12	COc1ccc(C(=O)NNC(=O)c2ccncc2)cc1	/	-9%
13	CCc1ccc(/C=C2\SC(=S)N(CCCC(=O)Nc3nccs3)C2=O)cc1	/	-2%
14	CN(C)S(=O)(=O)c1cccc(NC(=O)c2cc3c(=O)n4ccccc4nc3s2)c1	/	1%
15	CCC/C=N/NC(=O)c1cc(-c2ccccc2)nc2ccccc12	/	-13%
16	CCn1c2ccccc2c2cc(NC(=O)c3cccc(OC)c3OC)ccc21	/	-13%
17	Cc1ccc(/C=C/C(=O)N2CCCN(C(=O)/C=C/c3ccc(C)cc3)CC2)cc1	/	-3%
18	N#CC1(C#N)C(c2ccccc2)OC23CCCCCC2C1(C#N)C(=N)O3 (stereo not drawn)	/	-3%
19	Cc1cc(C)nc(NC(=O)/C=C/c2ccccc2Cl)c1	/	-12%
20	CCOC(=O)c1cnc2ccc(F)cc2c1Nc1ccc2c(c1)OCCO2	/	-13%
21	Cc1ccc(C(=O)NC(NCC2CCCO2)C(Cl)(Cl)Cl)cc1 (stereo not drawn)	/	12%
22	Cc1ccc(NC(=O)c2ccc3nc[nH]c3c2)cc1C	/	-27%
23	CC1Oc2ccccc2C=C1/C=N/NC(=O)c1ccccc1O (stereo not drawn)	/	?
24	CCc1ccccc1NC(=O)CC1CS(=O)(=O)CC1CC(=O)Nc1ccccc1CC (stereo not drawn)	/	-6%
25	Cc1c(C(=O)Nc2cccc(-c3nnc4n3CCCCC4)c2)oc2ccccc12	/	-12%
26	O=C1NC(CCc2ccccc2)C(=O)N1Cc1cccc2ccccc12 (stereo not drawn)	/	-19%
27	CCN(CC)C(=O)c1ccc2c(c1[N+](=O)[O-])C(=O)c1ccccc1C2=O	/	2%
28	CNC(=O)N(C1=NCCCCC1)c1ccc(Br)cc1	/	10%
29	CCN(CC)C(=O)C(=O)c1c(-c2ccccc2)[nH]c2ccccc12	/	7%
30	Cc1cccn2c(=O)c(/C=C(\C#N)S(=O)(=O)c3ccccc3)c(Oc3ccc(Cl)cc3)nc12	/	20%
31	O=C(CSc1nc2[nH]ncc2c(=O)[nH]1)N1CCCC1	/	3%
32	O=C(/C=C/c1ccc(F)cc1)N1CCCN(C(=O)/C=C/c2ccc(F)cc2)CC1	/	30%[activator]
33	COc1cccc(C(c2c(NC(=O)c3ccccc3)sc(C)c2C)N2CCN(C)CC2)c1 (stereo not drawn)	/	21%
34	COc1ccc(CCN(Cc2cccs2)S(=O)(=O)c2ccc(S(=O)(=O)N(C)C3CCCCC3)cc2)cc1OC	/	2%
35	COc1ccc(OC)c(NC(=O)C(=O)NNC(=O)c2cccs2)c1	/	8%
36	O=C(NCCNc1cc(Cl)ccc1[N+](=O)[O-])c1ccco1	/	0%
37	CCOC(=O)/C(=N/Nc1ccc(Cl)cc1)Sc1nnnn1-c1ccc(C)cc1	/	8%
38	CCC(C)c1ccc(NC(=S)Nc2ccc(OC)cc2)cc1 (stereo not drawn)	/	6%
39	S=c1[nH]nc(-c2ccco2)n1C1CCCCC1	/	9%
40	COc1ccc(N2C(=O)CNC2=S)cc1	/	3%
41	CCNc1c(C(=O)O)ccc2c1C(=O)c1ccccc1C2=O	/	-1%
42	Cc1cccc(-n2c(-c3cccc([N+](=O)[O-])c3)nc3nc4ccccc4nc32)c1	/	6%
43	C=CCNC(=S)NNC(=O)c1csc(C)c1C	/	-10%
44	CCc1ccc(NC(=O)C(C)OC(=O)c2cccc(S(=O)(=O)N3CCc4ccccc4C3)c2)cc1 (stereo not drawn)	/	8%
45	CN(C)CCN(C(=O)c1cc(Cl)sc1Cl)c1nc2ccc(F)cc2s1	/	0%
46	CC1=C(C(=O)Nc2ccccc2C)C(c2ccc(C)o2)NC(=S)N1 (stereo not drawn)	/	13%
47	O=C(CNC1=NCCC1)c1ccc(Cl)cc1	/	-2%
48	COc1ccc(NC(=O)c2ccc(COCC(F)(F)C(F)F)cc2)cc1	/	6%
49	Cc1ccc(CNC(=O)Cn2cc(S(=O)(=O)Cc3cccc(Cl)c3)c3ccccc32)cc1	1%	/
50	COc1ccc(-c2nc3scc(CCNC(=O)c4cccc(Br)c4)n3n2)cc1	-8%	/
51	COc1cc(Cl)c(NC(=O)CN(C)S(=O)(=O)c2ccc3[nH]c4c(c3c2)CCCC4)c(OC)c1	-11%	/
52	COCCN(Cc1ccco1)C(=O)Cn1ncc2c([nH]c3ccccc32)c1=O	-2%	/
53	COc1ccc(NC(=O)C2CCCN(c3ncnc4c3nc3n4CCCCC3)C2)c(OC)c1 (stereo not drawn)	-18%	/
54	O=C(Nc1cccc(Br)c1)N1CCC(CN2CCCCCC2)CC1	-3%	/
55	CSc1ncc(C(=O)NCc2ccccc2Cl)c(C(F)(F)F)n1	-12%	/
56	CC1=C(C(=O)Nc2cccc(F)c2)C2(CCCCCC2)OC1=O	-3%	/
57	CCn1cc(S(=O)(=O)c2cccc(C)c2)c(=O)c2cc(F)c(N3CCN(c4ccccc4)CC3)cc21	-4%	/
58	COc1ccc(N2CCN(c3ncnc4c3nc3n4CCCCC3)CC2)cc1	0%	/
59	CCCS(=O)(=O)N1CC(=O)N(c2cccc(Cl)c2)C(C)(C(=O)NC2CCCCC2)C1 (stereo not drawn)	-1%	/
60	COc1cccc(N2CCN(C(=O)c3nc(-c4ccc(Cl)cc4)n4c3CCCCC4)CC2)c1	-7%	/

# (further entries)
entry	molecule	p53ts 32C tox	p53ts 39C kill
61	Cc1cc2[nH]c(=O)c(=O)[nH]c2cc1S(=O)(=O)N1CCN(c2cccc(C(F)(F)F)c2)CC1	8%	/
62	O=C(Nc1cccc(C(F)(F)F)c1)N1CCC(CN2CCCCCC2)CC1	-7%	/
63	CCN1CCC(N(Cc2ccc(F)cc2)C(=O)Nc2cccc(C(F)(F)F)c2)CC1	-17%	/
64	Cc1ccc(NC(=O)C2CCCN(c3ncnc4c3nc3n4CCCCC3)C2)c(Br)c1 (stereo not drawn)	6%	/
65	O=C(Nc1ccccc1Cl)N1CCC(CN2CCCC2)CC1	-2%	/
66	O=C(NCc1ccccc1Cl)C1CCN(c2ncnc3c2nc2n3CCCCC2)CC1	-3%	/
67	CCc1cccc(NC(=O)c2cnc(SC)nc2-c2ccccc2)c1	5%	/
68	Cc1ccc(S(=O)(=O)c2cn(Cc3ccccc3)c3cc(N4CCCC4)c(F)cc3c2=O)cc1C	-7%	/
69	CCCc1nc(SC)ncc1C(=O)N1CCN(c2ccc(Cl)cc2)CC1	-8%	/
70	Cc1ccc(-c2cn3nc(N4CCCC(C(=O)Nc5ccc(F)cc5)C4)sc3n2)cc1 (stereo not drawn)	0%	/
71	COc1ccc(-c2cn3nc(N4CCC(C(=O)NCc5cccc(Cl)c5)CC4)sc3n2)cc1	-8%	/
72	CC(C)CC(C(=O)NCC1CCN(Cc2ccc(F)cc2)CC1)N1Cc2ccccc2C1=O (stereo not drawn)	-15%	/
73	CCN(CC)c1cc2c(cc1F)c(=O)c(S(=O)(=O)c1ccc(OC)cc1)cn2Cc1ccccc1	8%	/
74	Cc1cccc(Cn2cc(S(=O)(=O)c3cccc(C)c3)c(=O)c3cc(F)c(N4CCOCC4)cc32)c1	0%	/
75	COc1cc(OC)c(NC(=O)N2CCC(CN3CCCC3)CC2)cc1Cl	-6%	/
76	CCNC(=O)C1CCCN(c2nn3cc(-c4ccc(C)cc4)nc3s2)C1 (stereo not drawn)	-14%	/
77	COc1cccc(CC(=O)Nc2ccc3nc(Nc4cccc(C(F)(F)F)c4)cc(C)c3c2)c1	-9%	/
78	COc1cccc(CNC(=O)c2ccc(Cn3c(SCc4ccccc4)nc4cccnc43)cc2)c1	-26%	/
79	CCCn1c2ccccc2c2cnn(CC(=O)NCCc3ccc(C)cc3)c(=O)c21	5%	/
80	O=C(COCc1cc(-c2ccco2)on1)Nc1cccc(O)c1	2%	/
81	Cc1ccc(-n2c(=O)c3c(c4cc(C)ccc4n3C)n(Cc3ccc(F)cc3)c2=O)cc1	-12%	/
82	CCc1ccccc1NC(=O)CSc1ncc(S(=O)(=O)c2ccccc2)c(N)n1	-7%	/
83	COc1ccc(S(=O)(=O)c2cn(C)c3cc(N4CCCC4)c(F)cc3c2=O)cc1	0%	/
84	O=C(COCc1cc(-c2cccs2)on1)Nc1ccc(OC(F)(F)F)cc1	-7%	/
85	COc1cc(NC(=O)N2CCSc3ccccc32)cc(OC)c1OC	-3%	/
86	Cc1cccc(NC(=O)C(Cc2ccccc2)N2Cc3ccccc3C2=O)c1C (stereo not drawn)	3%	/
87	Cc1ccc(S(=O)(=O)c2cn(C)c3cc(N4CCCCC4)c(F)cc3c2=O)cc1	5%	/
88	O=C(Nc1ccc(F)cc1)c1ccc(CN2CC(=O)N3CCCCC3C2=O)cc1 (stereo not drawn)	-5%	/
89	CC(=O)Nc1ccc(NC(=O)C(c2ccccc2)N2Cc3ccccc3C2=O)cc1 (stereo not drawn)	10%	/
90	COc1ccccc1CNS(=O)(=O)c1ccc2c(c1)CC(C)N2C(C)=O (stereo not drawn)	-10%	/
91	COc1ccc(OC)c(NC(=O)c2cn3c4c(ccc(Cl)c4c2=O)OC(C)C3)c1 (stereo not drawn)	-7%	/
92	Cc1ccc2nc(N(CCCN(C)C)C(=O)c3ccco3)sc2c1	-12%	/
93	CCCn1cc(S(=O)(=O)c2cc(C)ccc2C)c(=O)c2cc(F)c(N3CCCCCC3)cc21	-13%	/
94	COc1ccc(Cl)cc1NC(=O)CN1C(=O)COc2ccc(S(=O)(=O)NC3CCCC3)cc21	0%	/
95	CCOC(=O)C1=C(CN2CCN(c3ccc(OC)cc3)CC2)NC(=O)NC1c1ccc(OC)cc1 (stereo not drawn)	7%	/
96	COc1cc(OC)c(NC(=O)COCc2cc(-c3cccs3)on2)cc1Cl	4%	/
97	COc1ccc(Cl)cc1NC(=O)C1CCN(c2ncnc3c2nc2n3CCCCC2)CC1	3%	/
98	CN1C(=O)Cc2cc(S(=O)(=O)NCc3ccccc3Cl)ccc21	-4%	/
99	Fc1ccccc1Nc1ncnc2c1nc1n2CCCCC1	?	/
100	O=C(COCc1cc(-c2cccs2)on1)N1CCN(c2cccc(Cl)c2)CC1	-11%	/
101	Clc1cccc(CNc2ncnc3c2nc2n3CCCC2)c1	-6%	/
102	O=C(c1cc(-c2ccc(Br)cc2)n[nH]1)N1CCN(S(=O)(=O)c2ccc(Br)s2)CC1	0%	/
103	CCN(CC)CCN(C(=O)c1ccco1)c1nc2ccc(Cl)cc2s1	-13%	/
104	CCOCCCNC(=O)C(c1ccccc1)N1Cc2ccccc2C1=O (stereo not drawn)	-4%	/
105	Cc1cccc(Cn2c(SCc3ccc(C(=O)NCc4ccccc4)cc3)nc3cccnc32)c1	-11%	/
106	CCOC(=O)c1ccccc1NC(=O)N1CCC(CN2CCOCC2)CC1	-16%	/

# An excerpt of these results, with each value named:
100	O=C(COCc1cc(-c2cccs2)on1)N1CCN(c2cccc(Cl)c2)CC1
  p53ts 32C tox = -11%; p53ts 39C kill = /

92	Cc1ccc2nc(N(CCCN(C)C)C(=O)c3ccco3)sc2c1
  p53ts 32C tox = -12%; p53ts 39C kill = /

93	CCCn1cc(S(=O)(=O)c2cc(C)ccc2C)c(=O)c2cc(F)c(N3CCCCCC3)cc21
  p53ts 32C tox = -13%; p53ts 39C kill = /

# These rows are one share of the data; count on the stated rates, not on these rows.
